NPSR antag = blocks cAMP signaling of the human neuropeptide S receptor; Potency, µM (doses to about 38.3 µM), for inactives: at the top dose activity change, negative = inhibition, usual class: inhibitors; CHO-NPSR cells, cAMP TR-FRET, antagonist mode; Q6W5P4; 1% of 220,000 active; AID 1461; further: potency means the concentration at half of the fitted maximal effect; on the % scale 0 is the no-effect control and ±100 the full control effect; nearly all actives have a fitted effect of over 50% in size; many of its hits are not listed in these tables
Target sequence (Q6W5P4 whole entry, looked up): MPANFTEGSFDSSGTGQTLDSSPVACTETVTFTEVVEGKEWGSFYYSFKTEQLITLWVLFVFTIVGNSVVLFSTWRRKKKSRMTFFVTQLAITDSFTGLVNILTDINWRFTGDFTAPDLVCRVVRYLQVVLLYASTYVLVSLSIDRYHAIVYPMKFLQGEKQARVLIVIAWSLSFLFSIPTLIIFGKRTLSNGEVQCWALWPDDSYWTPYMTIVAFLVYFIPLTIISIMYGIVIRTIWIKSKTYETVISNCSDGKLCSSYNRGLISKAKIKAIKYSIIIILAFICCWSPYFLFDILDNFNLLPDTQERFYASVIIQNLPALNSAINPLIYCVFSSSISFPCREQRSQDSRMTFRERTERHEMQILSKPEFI
Luc counter = Kinase-Glo luciferase inhibition (counter-screen). Kinase-Glo luciferase, ATP luminescence, 8 min. Potency, µM (top dose mostly 38.3 µM), for the others: at the highest dose activity change, negative = inhibition, most hits filed as inhibitors. Q27757. 0.28% of 200,000 active; further: potency means the concentration at half of the fitted maximal effect; on the % scale 0 is the no-effect control and ±100 the full control effect; nearly all actives have a fitted effect of over 60% in size
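Light output from Kinase-Glo luciferase with luciferin and 10 uM ATP in 50 mM imidazole pH 7.2, KCl, MgCl2, Tween 20, BSA; compound pin-delivered, 8-min ambient incubation, then luminescence read.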
Epigenetic reg = derepresses silenced GFP reporter in murine cells; 0.2% of 280,000 active; AID 1865; murine LDR cells, GFP reporter derepression, 30 h; Potency, µM (top dose mostly 53.9 µM), for the others: at the highest dose GFP activation, hits mostly activators; further: potency means the concentration at half of the fitted maximal effect; % of control where 0% means no effect; nearly all actives have a fitted effect of over 60% in size
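Derepression of a silenced CMV-GFP reporter in murine LDR cells is scored by enumerating GFP-positive cells with a laser-scanning microplate cytometer after 30 hours of treatment at 37 C.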
HTT aggregate = mutant huntingtin aggregation inhibition | PC12 HttQ103-GFP aggregates, Acumen cytometry, 40 h | Potency, µM (doses to about 46.1 µM), for inactives: at the top dose activity change, negative = inhibition, most hits filed as inhibitors | 1.1% of 220,000 active | AID 1688; further: potency means the concentration at half of the fitted maximal effect; on the % scale 0 is the no-effect control and ±100 the full control effect; nearly all actives have a fitted effect of over 60% in size
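Aggregates are detected as GFP objects 1–25 µm with signal 6 STDEV over background in lysates of induced PC12 cells. These carry Huntingtin exon 1 with 103 glutamines fused to GFP under an ecdysone promoter; compounds titrated.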
Lamin A splicing = modulators of lamin A splicing | HeLa LMNA splicing GFP/RFP minigene ratio, 48 h | Potency, µM (titrated, usually from 46.1 µM), without a hit: top-dose ratio change, negative = inhibition, actives largely listed as inhibitors | 0.01% of 200,000 active; active means well fitted inhibition curve with a large enough effect in the signal ratio, with a control signal flat, not every such curve was filed as active; inconclusive means small, poorly fitted or top-dose-only effect, or effect the other way, or a change in a side signal; the % refers to the signal ratio; further: potency means the concentration at half of the fitted maximal effect; on the % scale 0 is the no-effect control and ±100 the full control effect
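S3 HeLa cells stably expressing lamin A-EGFP splicing minigene plus DsRed2, 600 cells/well, 48 h compound exposure at 37C. Laser-scanning cytometry; analysed as GFP (500-530 nm)/RFP (575-640 nm) total intensity ratio; 0.5% DMSO vehicle.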
CBFb-RUNX1 inh = blocks binding between human CBF-beta and RUNX1; AlphaScreen CBFb-His/RUNX1-biotin binding, biochemical; Potency, µM (highest dose often 59.8 µM), for inactives: at the top dose activity, negative = inhibition, usual class: inhibitors; 230,000 tested, under 10 active; further: % of control where 0% means no effect
Target sequence (Q01196 whole entry, looked up): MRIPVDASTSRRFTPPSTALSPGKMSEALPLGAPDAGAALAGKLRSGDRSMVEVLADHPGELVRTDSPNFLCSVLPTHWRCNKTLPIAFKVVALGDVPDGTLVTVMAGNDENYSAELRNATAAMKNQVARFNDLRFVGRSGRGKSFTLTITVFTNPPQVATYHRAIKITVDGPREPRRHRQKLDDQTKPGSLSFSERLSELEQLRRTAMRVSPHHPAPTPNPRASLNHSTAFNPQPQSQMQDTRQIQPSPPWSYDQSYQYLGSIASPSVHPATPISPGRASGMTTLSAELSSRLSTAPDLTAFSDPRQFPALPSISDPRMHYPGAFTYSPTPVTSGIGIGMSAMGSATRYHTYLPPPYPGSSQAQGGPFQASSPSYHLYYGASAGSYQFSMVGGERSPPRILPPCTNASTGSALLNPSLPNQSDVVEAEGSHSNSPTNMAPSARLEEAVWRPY
Target sequence (Q13951 whole entry, looked up): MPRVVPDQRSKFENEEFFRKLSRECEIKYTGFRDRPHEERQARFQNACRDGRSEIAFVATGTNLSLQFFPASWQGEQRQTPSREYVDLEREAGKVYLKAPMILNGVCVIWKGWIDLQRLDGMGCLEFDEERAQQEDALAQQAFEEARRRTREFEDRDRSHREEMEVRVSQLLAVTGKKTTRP
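AlphaScreen proximity signal reports loss of binding between His-tagged CBF-beta and biotin-labelled RUNX1, each at 30 nM. Proteins are pre-associated for 20 minutes, compounds added for 15 minutes, then beads for 90 minutes, all at ambient temperature.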
IMPase Li cell = cell-permeable IMPase inhibitors with lithium potentiation; AID 1457; CHO-M1 cells, IP1 TR-FRET (IP-One), carbachol + lithium; 0.35% of 210,000 active; Potency, µM (top dose mostly 59.4 µM), inactives show top-dose activity, negative = IMPase inhibition, most hits filed as inhibitors;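 further: IP1 builds up when IMPase is blocked and the TR-FRET signal falls; potency means the concentration at half of the fitted maximal effect; plate controls were basal vehicle for no effect and high inhibitor control for full effect; nearly all actives have a fitted effect of over 50% in size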
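CHO cells stably expressing M1 receptor (2000/well) were cultured 16–30 h, then exposed to compounds with a small lithium addition for 30 min at 37C. IP1 was measured by TR-FRET competition; AC50 from Hill fits.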
Numbers without * were called inactive; ? = inconclusive; · = no result given; & = joins results of further samples; [ ] = remark or other dose. Unless noted, the call rests on the fitted dose curve; in most records, active means well fitted curve in the direction sought with a large enough effect; inconclusive means small, poorly fitted or top-dose-only effect, or another doubt; inactive means no such curve, though single readings can be large; an effect the other way counts as inactive or inconclusive.

SMILES	NPSR antag	Luc counter	Epigenetic reg	HTT aggregate	Lamin A splicing	CBFb-RUNX1 inh	IMPase Li cell
O=C(CN1CCN(S(=O)(=O)c2ccccc2)CC1)Nc1ccc2c(c1)OCO2	-17%[46.1 µM]	3%	-1.0%	10%	0%	0%	28%[38.3 µM]
N#C/C(=C\c1c(N2CCCCC2)nc2ccccn2c1=O)C(=O)NC1CCS(=O)(=O)C1 (configuration not stated)	3%	-3%	-1.3%	16%	-2%	?	-2%
COc1ccccc1-c1cc(C(=O)NCc2cccs2)no1	?	-2%	2.2%	-7%	0%	4%	-5%[38.3 µM]
Cc1ccc(S(=O)(=O)N(CCC(=O)O)Cc2ccc(Cl)cc2)cc1	-11%[46.1 µM]	0%	1.6%	5%	5%	-2%	26%[38.3 µM]
COC(=O)C1CCN(C(c2cc(OC)c(OC)c(OC)c2)c2sc3nc(C)nn3c2O)CC1 (configuration not stated)	-10%[46.1 µM]	4%	0.0%	19%	3%	7%	13%[38.3 µM]
CC(C)(C)OC(=O)CNC(=O)c1[nH]cnc1C(=O)N[C@@H](CCCCNC(=O)OC(C)(C)C)C(=O)OC(C)(C)C	-37%	·	-1.1%	-20%[9.22 µM]	·	9%	·
Cc1cccc(NC(=O)/C=C/c2ccc(Cl)cc2)n1	-6%[46.1 µM]	-9%	1.0%	-26%	?	4%	-4%
CC(NC(=O)CN1C(=O)NC(Cc2ccccc2)(Cc2ccccc2)C1=O)C12CC3CC(CC(C3)C1)C2 (configuration not stated)	?	0%	-1.0%	1%[9.22 µM]	-13%	-4%	17%[38.3 µM]
Cn1c(=O)oc2cc(S(=O)(=O)NCCN3CCCCCC3)ccc21	-3%[46.1 µM]	-2%	-0.9%	-4%	-14%[0.0737 µM]	1%	0%[38.3 µM]
COc1ccc(C(=O)Nc2cc(Cl)ccc2OC(=O)c2ccc(OC)cc2)cc1	-12%[46.1 µM]	-4%	-0.9%	-13%	11%	0%	21%[38.3 µM]
CC(=O)N1CC2(C)CN(C(C)=O)CC(C)(C1)C2O (configuration not stated)	11%[46.1 µM]	3%	-1.0%	5%	0%	2%	11%[38.3 µM]
Cn1cc(C(=O)C(=O)N2CCCc3ccccc32)c2ccccc21	1%	-1%	-2.4%	-10%	·	-1%	-7%
COc1ccc(N2CCN(C(=O)NC3CCCCC3)CC2)cc1	-2%[46.1 µM]	-4%	-1.2%	-15%	-9%	-4%	8%
CC(C)[C@H](NS(=O)(=O)c1ccccc1)C(=O)OCC(=O)N1N=C(c2ccc(Cl)cc2)CC1c1ccco1 (some centres not stated)	-43%	-3%	-1.5%	-17%	?	-6%	-5%
Cc1ccc(C(=O)NCC2CCCO2)o1 (configuration not stated)	0%[46.1 µM]	3%	2.1%	11%	10%	6%	21%[38.3 µM]
CCc1nnc(NS(=O)(=O)c2ccc(NC(=S)NC(=O)c3ccncc3)cc2)s1	5%	·	-4.0%	-14%[9.22 µM]	·	6%	·
CC(C)(C)SCCNC(=O)CN(c1ccc(F)c(Cl)c1)S(C)(=O)=O	-4%[46.1 µM]	-3%	-1.2%	4%	8%	1%	-6%[38.3 µM]
CCOc1ccc(C(=O)NCc2ccccc2OC)cc1	9%	-2%	0.0%	4%	2%	16%	1%
COc1ccccc1C(=O)Nc1nnc(-c2ccc(F)cc2)o1	-4%[46.1 µM]	-4%	-4.6%	7%	-7%	-5%	5%[38.3 µM]
CS(=O)(=O)N1CCC(C(=O)O)CC1	-1%[46.1 µM]	1%	-4.6%	-6%[9.22 µM]	10%	-9%	-8%[38.3 µM]
Cc1nc(N)sc1-c1csc(NCc2ccccc2)n1	-12%[46.1 µM]	-4%	2.9%	1%	?	-25%	7%[38.3 µM]
COc1ccc(N2C(=O)C3CCCN3C2c2ccccc2F)cc1 (configuration not stated)	1%[46.1 µM]	-1%	10%	1%	-3%	-5%	-1%[38.3 µM]
CC(C)[C@H](NS(=O)(=O)c1ccccc1)C(=O)OCn1nnc2ccccc2c1=O	-8%[46.1 µM]	20%	1.0%	-1%	3%	?	27%[38.3 µM]
Cc1cc(C)c2c(N)c(C(=O)NNC(=O)c3ccccc3)sc2n1	1%	-1%	-6.4%	-9%[9.22 µM]	·	-5%	0%

Pulled by compound from the list above:
SMILES	NPSR antag	Luc counter	Epigenetic reg	HTT aggregate	Lamin A splicing	CBFb-RUNX1 inh	IMPase Li cell
CCc1nnc(NS(=O)(=O)c2ccc(NC(=S)NC(=O)c3ccncc3)cc2)s1	5%	·	-4.0%	-14%[9.22 µM]	·	6%	·
Cc1cc(C)c2c(N)c(C(=O)NNC(=O)c3ccccc3)sc2n1	1%	-1%	-6.4%	-9%[9.22 µM]	·	-5%	0%
CC(C)(C)SCCNC(=O)CN(c1ccc(F)c(Cl)c1)S(C)(=O)=O	-4%[46.1 µM]	-3%	-1.2%	4%	8%	1%	-6%[38.3 µM]

(listing goes on)
SMILES	NPSR antag	Luc counter	Epigenetic reg	HTT aggregate	Lamin A splicing	CBFb-RUNX1 inh	IMPase Li cell
CC(=O)N1CCN(Cc2nc3scc(-c4ccccc4)c3c(=O)[nH]2)CC1	-2%	-1%	1.2%	5%	31%[9.22 µM]	7%	-5%
CCOc1ccc2nc(SCC(=O)N3c4ccccc4Sc4ccccc43)c(C#N)cc2c1	-10%	0%	15%	11%	19%	5%	-5%
CC(=O)Nc1ccc2c(c1)C(=O)N(C1CCCCC1)C2=O	-8%[46.1 µM]	5%	-0.2%	-24%	18%	10%	30%[activator][38.3 µM]
O=C1CC(O)(C(F)(F)F)Oc2c1ccc1ccccc21 (configuration not stated)	-8%[46.1 µM]	2%	1.0%	?	-15%	0%	-6%[38.3 µM]
O=S(=O)(c1cccc(NC(=S)N2CCN(c3cccc(Cl)c3)CC2)c1)C(F)F	?	-3%	-0.1%	?	?	6%	9%
CCOC(=O)C12CNC(=O)C(C(=O)OCC)(CNC1=O)C2	-14%[46.1 µM]	4%	-1.4%	17%	0%	3%	-13%[38.3 µM]
O=c1[nH]c2ccccc2c(=O)n1Cc1ccco1	-3%[46.1 µM]	1%	0.8%	2%	4%	-1%	2%[38.3 µM]
Cc1cc(O)c(NC(=S)NC(=O)c2ccc(-c3ccc(Cl)cc3)o2)cc1C	-9%[46.1 µM]	8%	16%	?	?	-19%	-7%
Cc1cc(C)n2nc(SCC(=O)c3ccccc3)nc2n1	-8%[46.1 µM]	1%	0.0%	-17%	-16%	7%	5%[38.3 µM]
COc1ccc(/C=C/C(=O)NCC(=O)n2nc(C)cc2C)cc1	30%	·	1.3%	7%[9.22 µM]	·	-6%	·
C[C@H](CCC(=O)O)[C@H]1CC[C@@H]2[C@H]3[C@@H](C[C@@H](O)[C@]21C)[C@]1(C)CC[C@H](O)C[C@@H]1C[C@@H]3O	·	2%[7.66 µM]	·	-10%	?	·	1%
O=C(CSc1ccc(F)cc1)N1CCC(c2nc3ccccc3s2)CC1	-24%[46.1 µM]	5%	2.8%	-1%	12%	-6%	52%[activator][38.3 µM]
Cc1cccnc1NC(=O)NC(=O)c1ccc(C(C)(C)C)s1	-14%	·	-2.3%	-15%[9.22 µM]	·	5%	·
CC(=O)Nc1cccc(OC(=O)c2ccoc2C)c1	4%[46.1 µM]	-5%	1.1%	?	15%	?	6%[38.3 µM]
O=C(Nc1nc2cc3c(cc2s1)OCCO3)C1=COCCO1	4%	·	-3.3%	-4%[9.22 µM]	·	-3%	·
O=C(c1ccco1)N1C2C=CC(C2)C1(C(F)(F)F)C(F)(F)F (configuration not stated)	2%[46.1 µM]	0%	-0.9%	16%	-2%[0.0737 µM]	-2%	3%[38.3 µM]
CC(Oc1ccccc1)C(=O)N/N=C/c1ccccn1 (configuration not stated)	1%	0%	1.3%	-16%	?	-4%	-4%
O=C1CSC(c2cccc([N+](=O)[O-])c2)N1c1ccc(O)cc1 (configuration not stated)	4%	3%	-4.8%	5%	·	-5%	0%
Cc1ccc(N=Cc2cc(Br)cc(Cl)c2O)cc1	-38%	·	0.0%	-3%	·	-6%	-24%
CC(=O)N1[C@H](C)C=C[C@]1(Cc1ccccc1)C(=O)NCc1cc(F)cc(C(F)(F)F)c1	10%	-5%&-2%	-0.9%&4.3%	20%	?	2%[2.36 µM]	5%&-4%
CCCOC(=O)c1c(NC(=O)/C=C/c2cnn(C)c2C)sc(C(=O)OC)c1C	-8%[46.1 µM]	-4%	1.1%	8%	3%	2%	-2%[38.3 µM]
COC(=O)c1[nH]c2cc(OC)c(OC)cc2c1NC(=O)CN1CCN(Cc2ccccc2)CC1	-8%[46.1 µM]	0%	-2.6%	?	-3%	-1%	-3%[38.3 µM]
Cc1ccccc1-n1c(C)nnc1SCC(=O)N1CCc2ccccc2C1	12%	2%	0.2%	12%	-2%	0%	6%
C/C=C/c1ccc(OCC(=O)NCc2ccccc2OC)c(OC)c1	-31%	0%	1.2%	-16%	·	2%	-1%
CC(=O)Nc1ccc(NC(=O)C2CC(=O)N(c3cccc(Cl)c3)C2)cc1 (configuration not stated)	2%	0%	-1.8%	16%	·	7%	7%
CCOC(=O)N1CCN(C(=O)C2CCCN(S(=O)(=O)c3cc(C)ccc3OC)C2)CC1 (configuration not stated)	-16%[46.1 µM]	-1%	1.1%	2%	5%	5%	19%[38.3 µM]
CN(C(=O)CSc1nnc2ccccn12)c1c(N)n(Cc2ccccc2)c(=O)[nH]c1=O	15%	1%	-1.1%	-3%	-9%	0%	-3%
Nc1c(C(=O)NCc2ccc3c(c2)OCO3)nnn1Cc1ccc(Br)cc1	14%	·	?	6%[9.22 µM]	·	-2%	·
O=C(Nc1ccc2c(c1)CCC2)c1ccc(F)c(S(=O)(=O)N2CCOCC2)c1	-8%	-4%	1.9%	-2%	?	-4%	4%
C[C@@H]1CCc2cc(F)cc3c(=O)c(C(=O)O)cn1c23	·	0%[17.1 µM]	-0.3%[16.9 µM]	·	?	-4%[21.7 µM]	-10%
C=CCn1c(SCC(=O)N2N=C(c3ccco3)CC2c2ccco2)nnc1-c1ccncc1 (configuration not stated)	11%	14%	2.2%	?	4%	-1%	4%
Cc1cc2nc(-c3ccc4c(c3)CCC4)ccn2n1	2%	1%	1.8%	?	·	?	3%
O=C(NCCC1=CCCCC1)C(=O)NCCc1ccc(Cl)cc1	18%	-1%	1.1%	19%	·	-2%	7%
CCNC(=S)N/N=C(\C)c1cccc(OC)c1	-19%	0%	1.3%	-10%	·	22%	-6%

Bioassay records (PubChem BioAssay)

An excerpt (hit frequency here may not be typical).
